Assay outcomes (PubChem BioAssay)
M. tuberculosis HTS: M. tuberculosis growth inhibition, HTS (AID 449762). one-dose inhibition, % at 25 µM; IC50 in µM for titrated hits. M. tuberculosis H37Rv growth inhibition, 7H9 media; higher % means a stronger effect. actives 0.59% (n = 330,000); in the data active means a potency from the dose series; inconclusive means inhibition above about 70% without an active follow-up result;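 further: bacterial growth assessed after seven days of incubation; strong numbers were not always called active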
M. tuberculosis: growth inhibition of non-replicating M. tuberculosis (AID 488890); Mycobacterium tuberculosis non-replicating, growth inhibition; higher % means a stronger effect; inhibition, % at 25 µM, or IC50 in µM where a hit was titrated; actives 0.39% (n = 320,000); in the data active means a potency from the dose series; inconclusive means inhibition mostly from about 82% at the one dose, without a potency; inactive means the rest, 99 in 100 with inhibition below about 76%;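 further: plate controls were DMSO cells for no effect and high antibiotic wells for full effect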
VEEV TC-83 Vero: inhibitors of VEEV TC-83 cytopathic effect, confirmation, Vero cells (AID 588727); Vero cells, VEEV TC-83 cytopathic effect inhibition; higher % means a stronger effect; one-dose inhibition, % at 20 µM; IC50 in µM for titrated hits; actives 0.13% (n = 350,000); in the data active means a potency from the dose series; inconclusive means inhibition mostly from about 14% at the one dose, without a potency; inactive means the rest, 99 in 100 with inhibition below about 12%; further: strong numbers were not always called active
influenza NS1A: NS1A inhibition, H1N1 influenza, cell based functional assay (AID 504329); NS1A functional cell-based assay, percent inhibition; higher % means a stronger effect; one-dose inhibition, % at 12.5 µM; IC50 in µM for titrated hits; actives 0.3% (n = 340,000); in the data active means a potency from the dose series; inconclusive means inhibition above about 27% without an active follow-up result; further: strong numbers were not always called active
Salmonella PhoP GFP: Inhibition of PhoP regulon, Salmonella typhi GFP reporter cells, confirmation, 4 h (AID 1850). Salmonella Typhi PhoP-promoter GFP reporter, fluorescence, 4 h; higher % means a stronger effect. inhibition, % at 50 µM; hits with a dose series show IC50 in µM. actives 0.33% (n = 310,000); in the data active means a potency from the dose series; inconclusive means inhibition mostly from about 25% at the one dose, without a potency; inactive means the rest, 99 in 100 with inhibition below about 19%;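 further: 0% = induced wells with vehicle and 100% = uninduced wells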
The depositor's hits bear a star; i = inactive; ? = inconclusive; / = not tested or not shown. An unsorted share of the library; about 1.5% have a hit in one of these screens.

Under each structure: M. tuberculosis	M. tuberculosis HTS	Salmonella PhoP GFP	VEEV TC-83 Vero	influenza NS1A
- O=C(c1ccsc1)N1CCCC(N2CCN(c3cccc(C(F)(F)F)c3)CC2)C1 (stereo unspecified)
 : 4.9%	6.2%	-9.9%	5.2%	-9.0%
- O=C(Nc1ccccc1)c1nc[nH]c1C(=O)NCCN(CCNC(=O)c1[nH]cnc1C(=O)Nc1ccccc1)CCNC(=O)c1[nH]cnc1C(=O)Nc1ccccc1
 : 15.4%	12.1%	/	5.8%	-4.2%
- O=C(NCc1ccc2c(c1)OCO2)c1ccc(COc2cccc(Cl)c2)o1
 : 47.0%	3.3%	-5.4%	0.6%	7.8%
- Cn1cccc1C(C#N)c1ccccc1C#N (stereo unspecified)
 : 6.2%	-9.2%	0.4%	1.1%	7.0%
- O=C(Nc1cccc(Oc2ccc3c(c2)C(=O)NC3=O)c1)c1cccs1
 : 3.9%	-6.4%	-6.3%	0.6%	-2.5%
- O=C(NC1=NCCS1)C1CC(=O)N(c2ccc(F)cc2)C1 (stereo unspecified)
 : -4.0%	/	0.8%	0.7%	7.2%
- CCOc1ccc(Nc2cc(C)nc(-n3nc(C)cc3C)n2)cc1
 : 3.32µM*	0.7µM*	1.7%	8.8%	-14.0%
- C1=C(c2ccccc2)Nc2nnnn2C1
 : 4.7%	-1.8%	-7.5%	i	4.5%
- CC(=O)c1ccc2c(c1)c1ccccc1n2CC(C)C
 : 7.5%	2.3%	5.7%	0.1%	-1.7%
- Fc1ccc(CNn2cnnc2SCc2ccc(F)cc2)cc1
 : -1.1%	-5.2%	1.3%	2.6%	16.2%
- O=C(CN1CCOCC1)Nc1nc(-c2ccc(Cl)cc2)cs1
 : 9.8%	4.9%	-3.0%	7.9%	-5.1%
- COc1ccc(C(=O)NNC2CC(=O)N(Cc3ccc(Cl)cc3)C2=O)cc1OC (stereo unspecified)
 : 0.4%	1.9%	5.1%	i	3.2%
- COc1cccc(NC(=O)Nc2cc(C(=O)O)ccc2N2CC3CC(C2)c2cccc(=O)n2C3)c1 (stereo unspecified)
 : -9.1%	0.2%	-6.0%	2.3%	3.9%
- CCCC(=O)Nc1ccc(Br)c(Cl)c1
 : 48.9%	?	13.6%	4.0%	-70.3%
- Cc1nc2ccc(Cl)cc2c(-c2ccccc2F)c1CC(=O)O
 : 21.0%	5.7%	-6.7%	1.1%	-7.4%
- O=S(=O)(c1ccccc1F)N1CCN(CCOc2ccccc2)CC1
 : -8.8%	5.5%	/	2.2%	-10.4%
- C=CCN(c1ccc(C(N)=O)cc1)S(C)(=O)=O
 : 7.4%	-11.8%	-2.7%	1.1%	-11.2%
- Cn1c(Cn2c(=O)sc3ccccc32)nnc1SCC(N)=O
 : -45.4%	-8.1%	11.8%	1.5%	1.1%
- C=CCN=C(NC#N)SCc1ccccc1Cl
 : 12.8%	-5.0%	13.8%	2.2%	-3.9%
- O=C(c1ccccc1)c1ccc[nH]1
 : /	/	/	7.0%	10.4%
- COc1nnc(-c2ccc(C)c(S(=O)(=O)NC(C)C)c2)c2ccccc12
 : 14.7%	-0.8%	2.0%	1.6%	-1.3%
- CCCCCCC(NC(=O)c1ccc(C)cc1)C(=O)O (stereo unspecified)
 : /	/	/	1.0%	2.4%
- COc1ccc(CC(=O)NCC2(c3ccc(OC)c(OC)c3)CCCC2)cc1
 : 22.0%	5.8%	-17.9%	1.4%	17.9%
- O=C(O)c1nn(Cc2nc3ccccc3o2)c(=O)c2ccccc12
 : -9.7%	6.1%	-2.5%	1.3%	-15.3%
- COc1cc(OC)c(OC)cc1/C=N/n1c(COc2ccccc2)n[nH]c1=S
 : -2.7%	2.1%	-12.6%	2.0%	19.7%
- COc1cc(C(=O)NC2CC3CCCC(C2)N3Cc2ccccc2)cc(OC)c1OC (stereo unspecified)
 : 2.2%	4.5%	-3.4%	i	3.1%
- COC(=O)[C@@]1(Cc2ccc(F)cc2)[C@H]2c3cc(C(=O)N4CCCC4)n(CCc4ccccn4)c3C[C@H]2CN1C(=O)c1ccccc1
 : 38.2%	6.8%	4.1%	/	/
- CCO[C@H]1OC(C(=O)N2CCN(Cc3ccccc3)CC2)=C[C@@H](c2coc3ccccc3c2=O)[C@@H]1CCCO
 : 3.1%	3.3%	13.3%	11.8%	-9.6%
- CCN(Cc1ccccc1)C(=O)CCc1nc(CN2CCN(C(=O)c3ccc([N+](=O)[O-])cc3)CC2)no1
 : 2.0%	7.1%	1.7%	i	5.1%
- Cc1cc(C)c(N)c(C(=O)O)c1
 : 5.2%	7.3%	-13.2%	2.4%	-9.0%
- Cc1ccc(C(=O)c2ccccc2C(=O)O)c(O)c1
 : 6.7%	6.9%	-17.6%	0.5%	-12.4%
- COc1ccc(C2=NN(C(=O)CSc3nc4ccccc4s3)C(c3ccc(OC)cc3)C2)cc1 (stereo unspecified)
 : 9.3%	-2.2%	7.6%	0.1%	-0.7%
- NC(=O)c1nsc(C(=O)N(Cc2ccc(F)cc2)C(C(=O)NC2CCCC2)c2ccco2)c1N (stereo unspecified)
 : 64.0%	-4.2%	-1.0%	5.4%	4.9%
- Cc1ccc(/C=C2/Sc3ccc(C(=O)N4CCC5(CC4)OCCO5)cc3NC2=O)cc1
 : 25.6%	5.2%	-3.8%	5.1%	-2.3%
- COc1ccc(NC(=S)N2CCN(S(=O)(=O)c3ccc(F)cc3)CC2)cc1
 : 10.9%	-1.8%	-1.4%	1.1%	-3.2%
- O=C1c2ccccc2C(Nc2cccnc2)N1Cc1ccccc1 (stereo unspecified)
 : -5.0%	-8.2%	1.0%	2.8%	-0.1%
- CCCNS(=O)(=O)c1ccc(NC(=O)c2ccccn2)cc1
 : -16.0%	-1.2%	3.7%	0.3%	-4.9%
- O=C(CC1Sc2ccccc2NC1=O)c1ccc(Br)cc1 (stereo unspecified)
 : 0.9%	-6.1%	-3.0%	1.2%	-1.2%
- CCOC(=O)c1ccc(NC(=O)Cn2c(-c3nonc3N)nc3ccccc32)cc1
 : -5.8%	13.5%	-26.5%	0.1%	-9.9%
- COc1ccc(/C=C/C(=O)Nc2ccc(S(=O)(=O)Nc3cc(C)nc(C)n3)cc2)cc1OC
 : 63.8%	-4.8%	18.3%	1.2%	0.8%
- COc1ccccc1-c1nc(C#N)c(N2CCC(Cc3ccccc3)CC2)o1
 : 27.2%	7.2%	-9.1%	4.6%	9.1%
- COc1cccc(OC)c1CC1SC(=O)NC1=O (stereo unspecified)
 : 9.7%	0.7%	-4.8%	0.2%	-11.8%
- CCOc1ccccc1CN1CCC(N2CCOCC2)CC1
 : -10.8%	0.8%	2.2%	i	-29.0%
- COc1ccccc1CNC(=O)C1CCC(CNc2c(N3CCOCC3)c(=O)c2=O)CC1 (stereo unspecified)
 : /	5.8%	-19.6%	0.8%	5.7%
- O=C(CN1CCN(c2ccccn2)CC1)Nc1cccc(Br)c1
 : 5.7%	6.9%	0.1%	1.1%	7.1%
- CC(C)[C@H](NC(=O)c1ccccc1F)C(=O)Nc1ccc(F)c(F)c1
 : 22.8%	3.4%	12.2%	0.9%	2.4%
- COC(=O)c1[nH]c2ccc(F)cc2c1NC(=O)CCN1CC(C)OC(C)C1 (stereo unspecified)
 : -7.1%	0.9%	5.1%	1.9%	-2.5%
- O=C(Nc1ccc(Cl)c(Cl)c1)Nc1ccccc1NS(=O)(=O)c1cccs1
 : 30.5%	3.6%	-24.4%	0.5%	2.6%
- COC(=O)c1ccccc1NC(=O)CN1CCCCCC1
 : 0.3%	12.2%	-5.5%	0.7%	-4.0%
- N#Cc1ccccc1OCCOCCNC1CCCC1
 : -6.8%	-2.7%	-8.5%	0.3%	-1.8%

New compounds follow:
Under each structure: M. tuberculosis	M. tuberculosis HTS	Salmonella PhoP GFP	VEEV TC-83 Vero	influenza NS1A
- Clc1ccccc1N=C1NN=C(c2cccs2)CS1
 : 38.5%	3.4%	-6.1%	0.3%	-1.7%
- CCN1CCN(CC(O)COc2ccc3c(c2)CCC3)CC1 (stereo unspecified)
 : -13.1%	3.6%	-3.0%	0.2%	-2.4%
- CC(C)(C)C1CCC(=NNC(=O)C(=O)NCc2ccco2)CC1 (stereo unspecified)
 : -5.3%	30.2%	7.5%	0.6%	10.8%
- O=c1ccn(CCOc2ccc(Cl)cc2)c(=O)[nH]1
 : 13.3%	-2.0%	13.9%	0.5%	24.2%
- CC1(c2nnc(-c3ccncc3)o2)CC(c2ccccc2)=NO1 (stereo unspecified)
 : 59.3%	63.3µM*	9.8%	i	4.5%
- CC(OC(=O)Nc1cccc(Cl)c1)C(=O)O (stereo unspecified)
 : -12.8%	-5.0%	-3.6%	0.2%	-4.3%
- COC(=O)[C@H](Cc1ccccc1)NCCCn1cnc(C(=O)Nc2ccc(C)c(C)c2)n1
 : /	/	/	1.3%	13.4%
- CCCC(=O)N(c1ccc2oc(C)c(C(C)=O)c2c1)S(=O)(=O)c1ccc(C)c([N+](=O)[O-])c1
 : 2.4%	-4.5%	-2.8%	5.7%	-1.5%
- O=C(NCC1CCCCC1)c1cccnc1Cl
 : -14.2%	-2.5%	4.0%	1.1%	0.9%
- CCCC(=O)Nc1ccc2nn(-c3ccc(OC)cc3)nc2c1
 : -23.5%	?	-0.6%	6.1%	-25.6%
- Oc1cccc(-c2nnc(-c3cccc(O)c3)nn2)c1
 : /	/	/	2.9%	9.7%
- Cc1ccc(S(=O)(=O)N2CCOCC2)cc1NC(=O)CN1CCN(C)CC1
 : -8.2%	-4.0%	/	2.2%	-5.8%
- Cn1ccnc1SCC(=O)c1ccc(O)cc1
 : -4.2%	-4.5%	5.9%	0.7%	2.9%
- CCOC(=O)c1nnn2c1nc(Nc1cccc(C(F)(F)F)c1)c1ccccc12
 : 0.5%	4.5%	-17.2%	9.6%	/
- COc1ccc(CNC(=O)C[C@H]2C[C@H](C(=O)N3CCCCC3)[C@@]3(CCc4ccccc4)c4[nH]c5ccc(Cl)cc5c4CCN3C2=O)cc1OC
 : /	/	/	0.1%	16.9%
- Cc1cc(C(=O)CCC(=O)NCc2ccccc2F)c(C)s1
 : 11.0%	0.0%	-6.8%	4.0%	-1.7%
- Cc1cccc(C(=O)OCC(=O)c2ccc3c(c2)OCCO3)c1O
 : ?	36.0%	/	4.8%	-0.4%
- Cc1cc(S(=O)(=O)N2CCN(Cc3ccc4c(c3)OCO4)CC2)cc(C)c1N1CCCC1=O
 : 13.9%	-13.8%	-8.2%	0.1%	0.7%
- NC(=O)CSc1nnc(-c2ccc(S(=O)(=O)N3CCCC3)cc2)n1Cc1ccco1
 : 13.8%	-1.9%	-7.7%	1.0%	-0.3%
- O=C(CN1c2ccccc2Sc2ccccc21)NNC(=S)Nc1ccc(Cl)cc1Cl
 : -7.0%	-3.9%	10.6%	i	4.0%

Overlap with the part before: 4 compounds, followed by the next part.
Under each structure: M. tuberculosis	M. tuberculosis HTS	Salmonella PhoP GFP	VEEV TC-83 Vero	influenza NS1A
- Cc1cccc(C(=O)OCC(=O)c2ccc3c(c2)OCCO3)c1O
 : ?	36.0%	/	4.8%	-0.4%
- Cc1cc(S(=O)(=O)N2CCN(Cc3ccc4c(c3)OCO4)CC2)cc(C)c1N1CCCC1=O
 : 13.9%	-13.8%	-8.2%	0.1%	0.7%
- NC(=O)CSc1nnc(-c2ccc(S(=O)(=O)N3CCCC3)cc2)n1Cc1ccco1
 : 13.8%	-1.9%	-7.7%	1.0%	-0.3%
- O=C(CN1c2ccccc2Sc2ccccc21)NNC(=S)Nc1ccc(Cl)cc1Cl
 : -7.0%	-3.9%	10.6%	i	4.0%
- Nc1nc(Nc2ccc(Cl)cc2)nc(NCc2ccco2)c1[N+](=O)[O-]
 : 27.7%	6.7%	-3.0%	10.1%	-15.4%
- C[C@H](CO)N1C[C@H](C)[C@@H](CN(C)C(=O)Nc2ccc3c(c2)OCO3)Oc2c(NC(=O)C3CCCCC3)cccc2C1=O
 : 20.8%	4.0%	/	0.8%	7.2%
- CC(C)CN(C(=O)CCCc1nc2ccccc2c(=O)[nH]1)c1c(N)n(Cc2ccccc2)c(=O)[nH]c1=O
 : 23.8%	-7.6%	-7.0%	4.3%	-5.8%
- c1ccc2c3c([nH]c2c1)CNCC3
 : 29.5%	-1.9%	5.6%	1.8%	1.8%
- COc1ccc(CCC(C)NCC(C)c2ccccc2)cc1 (stereo unspecified)
 : 18.6%	-0.8%	0.2%	0.5%	0.5%
- COc1cccc(OC)c1OCCCOc1c(OC)cccc1OC
 : 12.4%	-4.8%	1.1%	i	1.0%
- O=C(CCCN1C(=O)NC2(CCCC2)C1=O)NCc1ccccc1
 : -7.2%	-8.2%	/	2.1%	2.4%
- O=C(Cc1cccs1)NCc1ccncc1
 : -2.8%	-2.8%	15.5%	1.8%	-5.8%
- COc1ccc(-c2cc(-c3ccccc3)nc(NN)n2)cc1OC
 : -1.7%	2.8%	-6.7%	8.0%	-1.5%
